Tat export inh: inhibitors of E. coli Tat protein transport; E. coli MC4100 TorA-mCherry Tat export, fluorescence; 340,000 compounds, 0.036% hits; inhibition, % at 10 µM;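 active means mean replicate inhibition at least 50% and at least half of replicates individually reaching 50%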;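 further: exported cargo escapes ClpAP degradation while cytoplasmic cargo is degraded and loses fluorescence; 0% = median of neutral control wells and 100% = median of NaSCN control wells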
V-ATPase pH: regulators of yeast V-ATPase proton transport. S. cerevisiae, pHLuorin cytosolic pH fluorescence. response, % at 10 µM. 350,000 compounds, 0.37% hits; in the data active means response mostly above about 7.3%, no sharp cut-off; inactive means mostly below about 5.4%; further: actives read high; inactives centre near 0; some compounds called inactive have numbers as strong as hits; reference of the scale not given here
Wnt act: Wnt/beta-catenin pathway activation; Wnt/beta-catenin reporter cell assay, activator, plate reader; activation, % at 9.35 µM; AID 743398; 300,000 compounds, 1.2% hits; in the data active means activation above about 30%, passing the limit was not always enough;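 further: 0% = neutral control wells and 100% = positive control wells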
dFosB activator: enhances mouse delta FosB homodimer DNA binding; P13346; purified delta FosB, TAMRA-CDK5 oligo fluorescence polarization; percent of positive-control signal above neutral wells; activation, % at 25 µM; 340,000 compounds, 0.99% hits; AID 493131;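 active means mean activation above about 17%, with every replicate also reaching it, limit read from the data, passing the limit was not always enough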;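 further: fluorescence polarization rise as delta FosB binds a TAMRA Cdk5 AP-1 oligo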
Target sequence (P13346 whole entry, looked up): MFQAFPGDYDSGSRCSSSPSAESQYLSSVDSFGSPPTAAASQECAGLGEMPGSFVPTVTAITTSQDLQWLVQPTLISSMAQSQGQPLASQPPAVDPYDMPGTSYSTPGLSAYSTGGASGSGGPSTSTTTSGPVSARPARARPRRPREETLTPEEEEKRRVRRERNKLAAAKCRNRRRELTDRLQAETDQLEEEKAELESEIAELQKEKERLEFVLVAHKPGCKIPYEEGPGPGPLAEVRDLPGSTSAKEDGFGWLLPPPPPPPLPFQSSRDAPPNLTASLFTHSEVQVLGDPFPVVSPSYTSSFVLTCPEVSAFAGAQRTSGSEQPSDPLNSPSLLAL
CDK5 p35 inh: blocks human CDK5/p35 kinase activity; Recombinant CDK5/p35, ADP-Glo luminescence, 60 min; AID 488839; inhibition, % at 10 µM; Q00535+Q15078; 330,000 compounds, 0.01% hits;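 active means highest replicate inhibition of at least 50% and at least 75% of replicates reaching 50%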;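 further: plate controls were DMSO neutral control for no effect and GW8510 at 10 µM for full effect; many of its hits are not listed in these tables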
Target sequence (Q00535 whole entry, looked up): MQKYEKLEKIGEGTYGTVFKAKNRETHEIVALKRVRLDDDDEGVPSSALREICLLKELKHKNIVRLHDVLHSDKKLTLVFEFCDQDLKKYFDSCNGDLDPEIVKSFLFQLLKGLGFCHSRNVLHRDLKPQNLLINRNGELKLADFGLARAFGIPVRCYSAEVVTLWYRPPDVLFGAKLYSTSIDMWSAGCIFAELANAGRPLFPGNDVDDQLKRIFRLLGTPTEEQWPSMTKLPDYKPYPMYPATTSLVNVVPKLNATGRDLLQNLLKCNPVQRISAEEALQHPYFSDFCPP
Target sequence (Q15078 whole entry, looked up): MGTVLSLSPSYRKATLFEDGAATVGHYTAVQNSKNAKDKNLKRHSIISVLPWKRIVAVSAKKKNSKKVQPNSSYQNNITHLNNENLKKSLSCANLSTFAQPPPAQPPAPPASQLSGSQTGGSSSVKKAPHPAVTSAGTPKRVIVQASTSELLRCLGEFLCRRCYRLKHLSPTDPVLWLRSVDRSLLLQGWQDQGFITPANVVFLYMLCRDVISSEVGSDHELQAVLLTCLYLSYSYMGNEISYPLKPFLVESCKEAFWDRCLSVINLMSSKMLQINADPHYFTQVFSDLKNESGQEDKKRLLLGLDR
MITF act: increases MITF-driven TRPM1 promoter luciferase signal; SK-MEL-5 TRPM1-promoter luciferase, 24 h; % of positive control, neutral wells = 0; activation, % at 12.5 µM; 300,000 compounds, 0.75% hits; AID 588334;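 active means mean activation of at least 80% with every replicate also reaching 80%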;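 further: 0% = neutral control wells and 100% = parthenolide positive control wells; values of inactives mirror those of a sister screen read the other way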
CAL PDZ FP-1: inhibitors of human CAL PDZ peptide binding. Q9HD26. purified CAL PDZ, TMR-peptide fluorescence polarization, 1 h. inhibition, % at 20 µM. 330,000 compounds, 0.02% hits. AID 504414;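 active means highest replicate inhibition of at least 40%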;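 further: plate controls were DMSO neutral control wells for no effect and unlabeled competitor peptide control wells for full effect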
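material = purified tagged CAL PDZ domain construct (CerCALP) | compound dosing = 20 µM, one dose | times = 1 h at RT | measured by = fluorescence polarization from S- and P-plane intensities, G-factor corrected | read-out = inhibition from polarization loss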
Rtt109 HAT inh: inhibitors of Candida albicans Rtt109/Vps75 histone acetyltransferase; Q5AAJ8; purified Rtt109/Vps75, ThioGlo CoA-SH fluorescence, 4 h; inhibition, % at 34.9 µM; 330,000 compounds, 0.16% hits;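 active means inhibition of at least 50% in every replicate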
cardiac RTF act: increases calcium sensitivity of human cardiac regulated thin filaments; P19429+P45379; IANBD-labeled TnC RTF fluorescence at EC20 calcium; 0% EC20 calcium, 100% full calcium; 340,000 compounds, 0.24% hits; activation, % at 7.2 µM;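 active means activation above the mean over all tested compounds plus 3 SD, cut at about 30% in these data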;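 further: rise in fluorescence read as greater calcium sensitivity of cardiac thin filaments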
CAL PDZ FP-2: inhibitors of human CAL PDZ peptide binding; AID 602252; purified CAL PDZ, TMR-peptide fluorescence polarization, 1 h; 300,000 compounds, 0.92% hits; inhibition, % at 24.9 µM;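 active means mean inhibition of at least 30% with at least half of replicates also reaching 30%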;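 further: 0% = DMSO neutral control and 100% = excess unlabeled competitor peptide PRC23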
Numbers without * were called inactive; nt = no result given.

SMILES	Tat export inh	V-ATPase pH	Wnt act	dFosB activator	CDK5 p35 inh	MITF act	CAL PDZ FP-1	Rtt109 HAT inh	cardiac RTF act	CAL PDZ FP-2
Cc1ccc(CC(=O)NCCc2ccc(S(N)(=O)=O)cc2)cc1	-1.7	-2.9	0.4	2.9	0.9	9.0	1.3	0.7	2.2	0.6
COC(=O)[C@]1(Cc2ccccc2)N[C@H](c2ccc(SC3CCCCC3)c(OC)c2)[C@@H]2C(=O)N(C)C(=O)[C@@H]21	28.3	-0.2	-3.4	-14.4	-0.7	2.4	-0.8	-4.1	1.7	-1.4
Cc1ccc(NC(=O)CSC2=C(C#N)C(c3ccco3)CC(=O)N2)cc1 (stereo not given)	-7.3	2.9	nt	-3.0	-0.3	42.2	-0.2	22.9	3.2	-4.0
CCCNS(=O)(=O)c1ccc(CCC(=O)N2CCN(c3ccc(OC)cc3)CC2)cc1	-21.7	3.4	-2.9	1.2	11.9	-7.8	0.3	2.7	2.6	-0.3
Cn1c(SCC(=O)Nc2ccc(F)cc2)nc2c(c1=O)SCC2	-1.2	-0.2	0.1	0.5	-1.3	-10.8	-2.0	-1.2	1.6	0.5
Cc1ccc(C)c(NC(=O)CSc2nnc(-c3ccncc3)n2N)c1	-3.4	-1.4	nt	4.5	-2.0	-3.5	-0.6	-4.7	1.6	nt
Cc1cc(C)cc(N(CC(=O)N2CCn3c2nc2ccccc23)S(=O)(=O)c2c(C)noc2C)c1	-8.0	6.7	-2.5	-8.0	0.5	-5.6	-0.7	13.7	-3.7	nt
O=C(NNc1c(Cl)cncc1Cl)c1cccs1	-0.6	-0.8	8.2	-9.2	-0.4	-3.7	0.0	-12.7	6.6	3.1
S=C(Nc1cccnc1)N1CCN(c2ccccc2Cl)CC1	-6.0	-0.9	0.3	-1.0	-1.9	0.3	-0.4	9.3	-5.7	nt
CS(=O)(=O)c1ccc2nc(NC(=O)c3ccccc3Cl)sc2c1	10.7	-0.3	-0.5	-6.5	-4.6	nt	-0.5	-1.1	6.2	-3.4
CN(C)S(=O)(=O)n1cc(/C=C(\NC(=O)c2ccccc2Cl)C(=O)N2CCOCC2)c2ccccc21	-7.0	-0.5	0.4	2.9	nt	3.2	-1.4	5.2	1.5	-1.9
CC(C)c1ccccc1NC(=O)CNC(C)c1ccc(F)cc1 (stereo not given)	-3.5	-2.5	-0.2	-3.5	-0.1	-7.4	0.1	15.2	nt	4.5

Single records, as listed above:
`CC(C)c1ccccc1NC(=O)CNC(C)c1ccc(F)cc1` (stereo not given) across the screens: Tat export inh = -3.5; V-ATPase pH = -2.5; Wnt act = -0.2; dFosB activator = -3.5; CDK5 p35 inh = -0.1; MITF act = -7.4; CAL PDZ FP-1 = 0.1; Rtt109 HAT inh = 15.2; cardiac RTF act = nt; CAL PDZ FP-2 = 4.5
`S=C(Nc1cccnc1)N1CCN(c2ccccc2Cl)CC1` across the screens: Tat export inh = -6.0; V-ATPase pH = -0.9; Wnt act = 0.3; dFosB activator = -1.0; CDK5 p35 inh = -1.9; MITF act = 0.3; CAL PDZ FP-1 = -0.4; Rtt109 HAT inh = 9.3; cardiac RTF act = -5.7; CAL PDZ FP-2 = nt

The list goes on.
SMILES	Tat export inh	V-ATPase pH	Wnt act	dFosB activator	CDK5 p35 inh	MITF act	CAL PDZ FP-1	Rtt109 HAT inh	cardiac RTF act	CAL PDZ FP-2
COCCOC(=O)C1=C(N)OC2=C(C(=O)CC(C)(C)C2)C1c1cccnc1 (stereo not given)	-3.9	-5.3	-0.5	-3.5	0.4	5.1	-4.1	-0.8	5.0	-1.4
Nc1nc(SCc2ccc([N+](=O)[O-])cc2)nc2nc3c(cc12)CCCC3	-3.6	-4.4	5.6	13.2	-2.2	-3.2	-1.5	25.6	-8.9	-0.9
O=C(NCCc1ccccc1)C(=O)NCCC1CCCCN1S(=O)(=O)c1ccccc1 (stereo not given)	3.2	11.1	-3.2	0.0	-1.4	-1.7	-2.1	-11.9	-0.8	-1.2
CCN(Cc1ccccc1)C(=O)c1cccc(OC2CCN(C(=O)C3CC3)CC2)c1	-2.2	-0.8	-1.4	-5.0	-4.6	-3.1	-1.9	-1.2	-3.5	-2.9
C=CCNCCOCCOc1ccc(C)cc1[N+](=O)[O-]	7.5	-0.7	-4.7	-6.8	2.2	-7.3	-0.4	18.3	-0.4	nt
Cc1cccc(NC(=O)CCNS(=O)(=O)c2cc(Br)cnc2N)c1C	-3.9	-2.9	-1.1	-6.2	nt	0.7	-2.8	0.5	6.3	-3.4
Cc1c(C2CC(=O)N(c3ccccc3)C2=O)[nH]n(-c2ccccc2)c1=O (stereo not given)	1.6	1.2	nt	-11.2	-0.6	-1.6	nt	3.2	4.4	1.0
CN(Cc1ccon1)C(=O)C1CCN(C2CCN(CCCc3ccccc3)CC2)CC1	2.9	-2.8	1.8	2.2	-0.8	9.4	1.0	14.7	-0.2	-0.6
CCC1Oc2ccc(Cl)cc2N(CC(=O)O)C1=O (stereo not given)	-8.4	-2.7	-1.4	-5.3	1.7	-6.5	nt	-6.0	0.0	25.0
CCOC(=O)Cn1c2ccc(F)cc2c2nc(C)sc21	-1.3	-3.2	-0.1	-5.3	-2.8	-9.8	-1.3	-4.3	2.7	-2.4
COc1cccc(CN(C)C(=O)c2ccc(OCC(=O)N3CCOCC3)c(OC)c2)c1	11.0	8.4	-0.6	-5.8	0.6	-0.9	0.6	-1.0	-2.5	-0.8
COC(=O)c1c(N)sc(Cc2ccccc2)c1C	-1.8	0.5	1.6	-3.9	0.3	-4.4	-0.2	6.1	0.6	-0.8
Clc1cccc(NCc2nnc(SCc3ccccc3)o2)c1	8.4	-2.9	-3.5	-7.5	0.2	-2.3	-0.1	-4.0	-1.6	-6.1
COc1ccc(Cn2c(=O)sc3ccccc32)cc1	-3.8	4.3	nt	-9.2	-0.4	nt	0.6	6.6	2.1	-1.5
Cc1c(Cc2ccccc2)sc(/N=C/c2c(O)ccc3ccccc23)c1C(N)=O	-0.1	-26.4	nt	-9.1	1.1	0.3	-1.4	2.4	-4.7	nt
COc1ccc(S(=O)(=O)Nc2ccc(Cc3ccncc3)cc2)cc1OC	-2.6	-0.8	-1.9	-4.8	2.6	-2.7	-2.5	8.1	-10.3	-1.2
CCCSc1nc(C)cc(C)c1C(N)=O	-3.0	-0.8	3.7	7.9	0.0	4.2	-0.5	1.8	3.1	-3.1
O=Cc1cn(-c2ccccc2)nc1-c1cccnc1	-9.2	2.9	1.7	-16.0	0.5	5.7	-1.3	-12.9	-1.7	-1.1
CC(c1ccccc1)n1cc(C(=O)NCC2COc3ccccc3O2)nn1 (stereo not given)	3.5	4.5	nt	-10.1	0.9	nt	-1.4	nt	-7.3	1.0
COC(=O)c1cc(=O)n(-c2ccc(F)cc2)c(=Nc2ccc(F)cc2)s1	13.9	-3.0	3.3	-9.4	-0.8	-23.1	-0.4	-1.6	-0.1	-1.2
CC(=O)Nc1ccc(N2C(=O)c3cccc4c(O)ccc(c34)C2=O)cc1	3.9	-12.3	1.0	-12.6	0.1	18.9	-1.0	-1.2	608.8*	0.3
O=C(NC(=S)NCC1CCCO1)c1ccccc1[N+](=O)[O-] (stereo not given)	-2.1	2.1	3.7	3.2	-1.2	16.3	-0.2	0.9	nt	1.9
O=C(c1ccc(C(F)(F)F)cc1)C1CCCN(C(=O)CCc2ccncc2)C1 (stereo not given)	1.3	-1.7	-2.0	-13.6	2.8	-7.6	-0.3	-1.0	-2.3	-11.3
Cc1ccc(C(=O)OCC(=O)Nc2ccc3[nH]c(=O)[nH]c3c2)o1	12.5	1.1	1.4	3.8	0.9	6.9	-2.8	-3.7	14.2	0.7
CC1(C)Cc2c(cnn2-c2ccc(F)cc2)C(NC(=O)CCn2cncn2)C1 (stereo not given)	-1.5	-4.9	3.3	1.6	1.2	8.9	-1.3	1.3	-2.6	6.9
CC(=O)Nc1ccc(NC(=O)CSc2nc3ccccc3c(=O)n2CCCN2CCOCC2)cc1	5.0	1.0	-2.8	-3.0	-3.8	1.7	-1.3	-0.4	-3.1	-2.9
Cc1ccc(OCCNC(=O)Cc2ccc(S(=O)(=O)N3CCOCC3)s2)cc1	28.1	3.3	0.9	-7.8	-1.2	-6.9	-0.2	-2.6	0.6	2.4
CC(=O)c1cccc(NC(=O)COC(=O)COc2ccccc2C)c1	0.0	6.4	-0.8	-4.8	2.3	-1.0	-3.4	-16.1	-2.7	7.3
COCCN1Cc2cccc(C(=O)N3CCN(c4ccccc4)CC3)c2C1=O	5.2	5.2	nt	4.6	-0.2	-4.1	-2.2	-3.6	0.8	1.2
CCCCOc1ccccc1NC(=O)c1ccco1	10.3	0.5	nt	-16.5	-0.1	-0.8	-0.6	-2.4	0.3	-0.5
N#CC1(Cc2ccc(Cl)cc2)c2ccccc2C=CN1C(=O)c1ccccc1 (stereo not given)	-0.1	-0.3	nt	1.1	-0.5	-8.5	-1.3	-32.2	-3.8	-1.9
C/C(=N\NC(=O)C1(C)CC1(Br)Br)c1ccc(C)cc1C (stereo not given)	1.2	0.7	-1.0	-0.5	1.1	-10.1	-1.9	12.3	-1.5	-0.3
O=Cc1ccc(OCc2nnsc2Cl)cc1	-4.8	-4.0	0.0	-0.1	1.1	11.9	-1.0	nt	6.0	2.3
COc1ccc(N2CCN(CCCNC(=O)C(=O)c3c(C)n(C)c4ccccc34)CC2)cc1	0.7	-2.3	1.9	-5.7	-2.5	-6.5	0.1	16.2	-5.8	-0.9
COc1ccc(NS(=O)(=O)c2ccc(Cl)s2)cn1	0.8	4.0	6.8	8.9	0.8	-4.6	-1.7	3.0	12.4	-8.1
CN(C)Cc1c(O)ccc2c(-c3ccccc3)cc(=O)oc12	1.0	-1.3	nt	-0.3	-1.5	6.5	0.0	10.9	2.7	0.9
COc1ccc(CN2CCN(CC(O)Cn3c4ccccc4c4ccccc43)CC2)cc1 (stereo not given)	1.9	-3.7	-10.4	8.5	-4.7	10.4	-2.3	10.8	1.9	-2.5
COc1ccc(CCNCC(O)COc2cccc(Br)c2)cc1OC (stereo not given)	3.7	-1.1	1.9	-8.5	-0.8	-9.5	-0.9	-14.3	-1.2	-2.1
NC(=O)c1cn(-c2ccccc2)nc1-c1cccnc1	-2.3	-2.7	-1.8	-2.8	-1.9	-5.4	-2.2	1.6	-5.1	1.3
COc1ccc(N=C2SC(C(=O)Nc3ccc(F)cc3)CC(=O)N2C)cc1 (stereo not given)	-3.2	2.7	6.6	-4.9	1.1	7.2	-0.7	12.2	-5.5	3.3
CCOC(=O)c1cc(-c2ccco2)nc2c1c(C)nn2-c1ccccc1	3.0	-2.5	nt	-15.4	-5.2	2.4	-2.2	-12.3	-1.6	1.8
COC(=O)c1c(-c2ccccc2OC)sc2ccc(OC)cc12	3.5	2.3	-3.4	-13.8	-0.6	-14.2	-1.3	-4.7	-6.0	-2.4
Cc1ccc(CC(=O)NCCCn2ccnc2)cc1	-2.5	4.0	-0.6	-4.0	0.2	-2.6	0.0	0.7	6.6	3.5
Cc1cc(C(=O)N/N=C/c2cccn2C)no1	-21.1	4.4	-1.4	0.6	1.3	1.4	-3.3	10.6	2.5	0.0
O=C(C1CCCN(Cc2ccncc2)C1)N1CCc2ccccc2C1 (stereo not given)	-7.5	0.4	nt	-5.3	0.0	-10.4	-0.1	-8.4	-3.4	-1.8
COC(=O)CC1=NN(c2ccc(OC)cc2)C(=O)/C1=C\c1ccc(Cl)cc1	-3.7	1.3	-1.2	0.3	0.4	-8.3	-2.9	17.9	4.1	-1.0

High-throughput results: PubChem, several laboratories
